# Screening data: PubChem, National Center for Advancing Translational Sciences (NCATS)
# LMNA splice mod = changes lamin A minigene splicing in HeLa cells; actives 0.01% (n = 200,000); AID 1487; HeLa LMNA splicing GFP/RFP minigene ratio, 48 h; Potency, µM (titrated, usually from 46.1 µM), for inactives: at the highest dose ratio change, negative = inhibition, most hits filed as inhibitors; active = well fitted inhibition curve with a large enough effect in the signal ratio, with a control signal flat, not every such curve was filed as active; inconclusive = small, poorly fitted or top-dose-only effect, or effect the other way, or a change in a side signal; the % refers to the signal ratio; also: potency is read from the fitted curve at half-maximal effect; % is scaled to controls: 0 for no effect and ±100 for the full control effect
#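 S3 HeLa cells stably expressing lamin A-EGFP splicing minigene plus DsRed2, 600 cells/well, 48 h compound exposure at 37C. Laser-scanning cytometry; analysed as GFP (500-530 nm)/RFP (575-640 nm) total intensity ratio; 0.5% DMSO vehicle.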
# IMPase Li cell = cell-permeable IMPase inhibitors with lithium potentiation | actives 0.35% (n = 210,000) | AID 1457 | CHO-M1 cells, IP1 TR-FRET (IP-One), carbachol + lithium | Potency, µM (titrated, usually from 59.4 µM), for the others: at the top dose activity, negative = IMPase inhibition, actives largely listed as inhibitors;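 also: IP1 builds up when IMPase is blocked and the TR-FRET signal falls; potency is read from the fitted curve at half-maximal effect; plate controls were basal vehicle for no effect and high inhibitor control for full effect; nearly all actives have a fitted effect of over 50% in size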
#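 Lithium-sensitised IP1 accumulation assay; M1-expressing CHO cells treated 30 min at 37C with compound. Competitive antibody detection by time-resolved FRET followed a 10 min room-temperature lysis step.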
# Epigenetic reg = epigenetic control regulation, reporter derepression; murine LDR cells, GFP reporter derepression, 30 h; Potency, µM (doses to about 53.9 µM), inactives show at the top dose GFP activation, actives largely listed as activators; actives 0.2% (n = 280,000); also: potency is read from the fitted curve at half-maximal effect; % of control where 0% means no effect; nearly all actives have a fitted effect of over 60% in size
#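 Derepression of a silenced CMV-GFP reporter in murine LDR cells is scored by enumerating GFP-positive cells with a laser-scanning microplate cytometer after 30 hours of treatment at 37 C.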
# CBFb RUNX1 block = blocks binding between human CBF-beta and RUNX1. 230,000 tested, under 10 active. Q01196+Q13951. AlphaScreen CBFb-His/RUNX1-biotin binding, biochemical. AID 1477. Potency, µM (highest dose often 59.8 µM), for the others: top-dose activity, negative = inhibition, actives largely listed as inhibitors; also: % of control where 0% means no effect
# Target sequence (Q01196 whole entry, looked up): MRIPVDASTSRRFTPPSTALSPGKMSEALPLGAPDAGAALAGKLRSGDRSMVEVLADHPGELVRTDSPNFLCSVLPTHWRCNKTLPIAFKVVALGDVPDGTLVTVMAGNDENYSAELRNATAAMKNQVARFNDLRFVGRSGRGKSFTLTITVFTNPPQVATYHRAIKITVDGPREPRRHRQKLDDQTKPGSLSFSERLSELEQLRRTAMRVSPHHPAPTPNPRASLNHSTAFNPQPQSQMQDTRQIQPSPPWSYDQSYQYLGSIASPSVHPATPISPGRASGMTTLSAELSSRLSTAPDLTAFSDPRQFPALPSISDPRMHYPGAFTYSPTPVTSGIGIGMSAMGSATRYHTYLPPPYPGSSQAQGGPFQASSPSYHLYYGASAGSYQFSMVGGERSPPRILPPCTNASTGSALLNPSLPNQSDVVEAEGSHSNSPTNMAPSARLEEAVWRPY
# Target sequence (Q13951 whole entry, looked up): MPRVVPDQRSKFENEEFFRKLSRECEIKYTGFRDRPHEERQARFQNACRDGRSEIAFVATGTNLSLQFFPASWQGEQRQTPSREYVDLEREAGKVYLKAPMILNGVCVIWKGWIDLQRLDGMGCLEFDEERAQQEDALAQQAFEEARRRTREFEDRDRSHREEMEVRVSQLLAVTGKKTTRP
#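 Compounds were screened at multiple concentrations against a preformed CBF-beta(His)/RUNX1(biotin) complex (30 nM of each) for 15 min at room temperature, followed by 90 min with nickel and streptavidin beads and AlphaScreen reading.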
# NPSR antag = antagonists of human neuropeptide S receptor cAMP signaling | Q6W5P4 | CHO-NPSR cells, cAMP TR-FRET, antagonist mode | Potency, µM (top dose mostly 38.3 µM), inactives show top-dose activity change, negative = inhibition, hits mostly inhibitors | actives 1% (n = 220,000) | AID 1461; also: potency is read from the fitted curve at half-maximal effect; % is scaled to controls: 0 for no effect and ±100 for the full control effect; nearly all actives have a fitted effect of over 50% in size; many of its hits are not listed in these tables
# Target sequence (Q6W5P4 whole entry, looked up): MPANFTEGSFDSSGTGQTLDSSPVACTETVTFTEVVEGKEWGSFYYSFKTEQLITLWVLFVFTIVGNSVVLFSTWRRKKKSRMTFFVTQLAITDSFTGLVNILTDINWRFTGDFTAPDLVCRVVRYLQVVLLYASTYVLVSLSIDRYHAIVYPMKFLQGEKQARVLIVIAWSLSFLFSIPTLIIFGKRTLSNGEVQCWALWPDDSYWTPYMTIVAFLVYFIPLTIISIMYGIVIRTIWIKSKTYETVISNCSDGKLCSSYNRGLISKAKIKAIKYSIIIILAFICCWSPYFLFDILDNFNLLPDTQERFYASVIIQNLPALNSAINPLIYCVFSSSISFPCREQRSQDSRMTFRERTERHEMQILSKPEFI
# KinaseGlo FLuc = blocks Kinase-Glo luciferase, a counter-screen artifact; AID 1379; Q27757; actives 0.28% (n = 200,000); Potency, µM (top dose mostly 38.3 µM), for inactives: at the highest dose activity change, negative = inhibition, most hits filed as inhibitors; Kinase-Glo luciferase, ATP luminescence, 8 min; also: potency is read from the fitted curve at half-maximal effect; % is scaled to controls: 0 for no effect and ±100 for the full control effect; nearly all actives have a fitted effect of over 60% in size
#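 Light output from Kinase-Glo luciferase with luciferin and 10 uM ATP in 50 mM imidazole pH 7.2, KCl, MgCl2, Tween 20, BSA; compound pin-delivered, 8-min ambient incubation, then luminescence read.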
# HttQ103 aggreg = inhibitors of mutant huntingtin aggregate formation in PC12 cells | PC12 HttQ103-GFP aggregates, Acumen cytometry, 40 h | Potency, µM (doses to about 46.1 µM), without a hit: top-dose activity change, negative = inhibition, actives largely listed as inhibitors | actives 1.1% (n = 220,000) | AID 1688; also: potency is read from the fitted curve at half-maximal effect; % is scaled to controls: 0 for no effect and ±100 for the full control effect; nearly all actives have a fitted effect of over 60% in size
#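 Quantitative HTS on tebufenozide-induced (100 nM) PC12 cells stably expressing polyQ103 Huntingtin exon 1–GFP. Reduction of bright GFP aggregates, detected by laser scanning cytometry after lysis, identified actives across the titration.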
# Active calls of the source: *; ? = inconclusive; . = not tested or not shown; & = joins results of further samples; [ ] = another dose, or the depositor's remark. Unless noted, calls follow the shape of the dose curve; as a rule, active = well fitted curve in the direction sought with a large enough effect; inconclusive = small, poorly fitted or top-dose-only effect, or another doubt; inactive = no such curve, though single readings can be large; an effect the other way counts as inactive or inconclusive.
SMILES | HttQ103 aggreg | NPSR antag | IMPase Li cell | LMNA splice mod | KinaseGlo FLuc | Epigenetic reg | CBFb RUNX1 block
Cc1ccc(OCc2nnc(SCC(N)=O)n2N)cc1 | 38% | 15% | -6% | . | 0% | -5.9% | -6%
CCC(=O)Nc1ccc(NC(=O)CSc2nnnn2C(C)C)cc1 | -11% | 4%[46.1 µM] | -6% | -13% | 3% | 0.9% | 10%
Cc1cc(CN(C)C(=O)c2cc(COc3ccc4ncccc4c3)on2)on1 | -17%[9.22 µM] | -2% | 16% | . | . | -1.2% | 16%
O=S(=O)(O)c1nc2ccccc2n1Cc1ccc(Cl)cc1 | 11% | -4%[46.1 µM] | . | 11% | . | -5.0% | 1%
CCOc1ccccc1OCC(=O)Nc1ccc(Cl)cc1Cl | 14% | -7%[46.1 µM] | -3%[38.3 µM] | 1% | -7% | -1.4% | 1%
CCCCN(CC)CCCNC(=O)Cn1nc(Cc2cccnc2)c2ccccc2c1=O | 20% | -16%[46.1 µM] | -11%[38.3 µM] | 15% | -1% | -0.1% | 2%
C=CC1=C2C=C(C3CC3)N(CCCOC(C)C)C=C2C(=O)C(C)(OC(=O)c2ccco2)C1=O (stereo not drawn) | . | . | 6% | 13%[9.22 µM] | -2%[7.66 µM] | . | -1%[13.1 µM]
c1ccc2c(c1)N1CCCN=C1N2CCN1CCCCC1 | . | 4% | 13% | ? | -4% | -1.1% | 4%
CCc1nnc2n1N=C(c1ccc([N+](=O)[O-])cc1)CS2 | 14%[9.22 µM] | -5% | . | . | . | 1.9% | 2%
Cc1ccn(-c2cc(O)c(-n3ccc(C)n3)cc2O)n1 | 28% | 9% | 2% | . | 2% | 2.4% | -6%
CC(Oc1ccccc1F)C(=O)/C=C/N(C)C (stereo not drawn) | 5% | -13%[46.1 µM] | -7%[38.3 µM] | ? | -1% | -0.9% | 4%
COc1ccc(CC(=O)Nc2ccc(C(=O)Nc3nccs3)cc2)cc1OC | 7% | 4% | -5% | . | 0% | -0.8% | 6%
Cn1c(N)c(C(=O)COC(=O)c2ccc3c(c2)OCCO3)c(=O)n(C)c1=O | 1% | -8%[46.1 µM] | 18%[38.3 µM] | -5% | 3% | -0.8% | 3%
O=C(/C=C/c1ccccc1)NC1CC2CCC1C2 (stereo not drawn) | -6% | -4% | 7% | -18% | 0% | -0.9% | 4%
COc1ccc(NC(=O)Nc2cccs2)cc1Cl | -10% | -1% | -7% | . | . | -0.3% | -4%
COc1ccc(CC(=O)Nc2ccc3nc(C)sc3c2)cc1OC | 10% | -2% | 10% | ? | 1% | 1.0% | -3%
CC(C)(C)c1nn(-c2ccccc2)c2[nH]c(=O)c(CNc3ccc4c(c3)OCCO4)cc12 | -6%[9.22 µM] | ? | 7%[38.3 µM] | ? | 3% | -3.0% | ?
CSc1ccccc1NC(=O)CN(C)Cc1ccc(Br)cc1 | -3% | -43% | 8% | ? | 1% | 1.0% | 11%
CCNC(=O)COC(=O)/C=C/c1ccccc1[N+](=O)[O-] | -7%[9.22 µM] | 2%[46.1 µM] | 21%[38.3 µM] | 5% | 2% | -1.0% | -12%
O=C(O)c1cccc(Cn2c(Cl)c(/C=N/Nc3ccccc3)sc2=O)c1 | 6% | -40% | 2% | . | 5% | 3.8% | -17%
CCCOc1ncnc2c1[nH]c1ccc(OC)cc12 | 4%[9.22 µM] | -7% | . | . | . | -1.6% | -2%
CN(Cc1nc(-c2cccs2)no1)CC1COCCO1 (stereo not drawn) | -5%[9.22 µM] | -12% | 0% | 18%[46 µM] | 0% | 0.9% | 6%
CN(C)/C=C/C1=C([N+](=O)[O-])C(c2cccc([N+](=O)[O-])c2)NC(=O)N1 (stereo not drawn) | -23%[9.22 µM] | -8% | . | . | . | 0.0% | -14%
COc1ccc2c(Cl)c(-c3nnc(SCC(N)=O)n3C)sc2c1 | -23% | -15%[46.1 µM] | 26%[38.3 µM] | -19% | -1% | 0.0% | 13%
O=C(CSc1nc2ccccc2[nH]1)N1CCN(S(=O)(=O)c2ccc(Cl)cc2)CC1 | -1% | -15%[46.1 µM] | 0%[38.3 µM] | 2% | 0% | -0.4% | -3%
COc1cccc(N2CCN(C(=O)c3nc4nc(C)cc(C)n4n3)CC2)c1 | 3% | 2% | 3% | ? | 1% | -0.5% | -8%
CCOC(=O)N1CCN(C(=O)c2ccc(CS(=O)(=O)c3ccc(OC)cc3)o2)CC1 | -9% | -7%[46.1 µM] | 15%[38.3 µM] | -9% | 2% | 0.0% | 7%
Cc1cc(C(=O)NNC(=O)Nc2cccc(C(F)(F)F)c2)no1 | -9% | 10% | 6% | ? | -1% | 0.9% | 3%
CCCC(=O)NC(=S)Nc1sc2c(c1C(N)=O)CCC2 | -13% | 2% | 6% | 12% | 2% | 0.0% | -4%
COc1ccc(C(=O)COC(=O)c2ccc3ccccc3n2)cc1 | 7% | 4% | -6% | -1% | -3% | 0.9% | 1%
O=C(Nc1cc2cc([N+](=O)[O-])ccc2oc1=O)c1cccs1 | -3% | 2% | 14% | 2%[46 µM] | -3% | -6.5% | 3%
NC1=NC2(CCCCC2)n2c(nc3ccccc32)N1 | -1% | -19%[46.1 µM] | 18%[38.3 µM] | 3% | -2% | 1.2% | 5%
CCOC(=O)c1ccc2c(c1)nc(-c1ccc(F)cc1)c1nccn12 | -1% | 11% | -2% | ? | 1% | 0.0% | 16%
COC(=O)C1CCN(S(=O)(=O)c2ccc(NC(C)=O)cc2)CC1 | -2% | -11%[46.1 µM] | 41%[activator][38.3 µM] | 7% | -1% | 0.0% | 1%
CCOC(=O)N1CCC(n2c(SCC(=O)Nc3nccs3)nc3ccsc3c2=O)CC1 | -4% | -23%[46.1 µM] | . | ? | . | 10% | -3%
CN(C)C=Nc1ccccc1C1C=NNC1=O (stereo not drawn) | 7%[9.22 µM] | 0% | . | . | . | 0.1% | -1%
CC(C)CC(NS(=O)(=O)c1ccc2c(c1)oc(=O)n2C)C(=O)NC1CCCc2ccccc21 (stereo not drawn) | -10% | -6%[46.1 µM] | 5%[38.3 µM] | 6% | 0% | -0.2% | -2%
c1coc(-c2nnc(-c3cccs3)o2)c1 | -4% | -14%[46.1 µM] | 13%[38.3 µM] | -17% | -6% | -11% | 10%
CC(C)(C)NC(=O)COC(=O)c1ccccc1Oc1ccccc1 | -7%[9.22 µM] | -10% | . | . | . | 1.7% | -2%
CCCCN(C)C(=O)c1c[nH]c2ccc(S(=O)(=O)N3CCOCC3)cc2c1=O | -5% | 3%[46.1 µM] | -3% | -7% | 2% | 0.1% | 0%
c1ccc(-c2[nH]ncc2CN2CCc3ccccc3C2)cc1 | -17%[9.22 µM] | -18% | . | 1%[46 µM] | . | 1.1% | 2%
CCN(CC)S(=O)(=O)c1cccc(C(=O)Nc2cccnc2)c1 | -17% | 5%[46.1 µM] | 14%[38.3 µM] | -10% | 0% | -0.9% | ?
CC(C)Oc1ccc(/C(O)=C2/C(=O)C(=O)N(CCN(C)C)C2c2ccco2)cc1 (stereo not drawn) | 6% | 1%[46.1 µM] | 15%[38.3 µM] | -3% | 2% | -1.0% | -5%
O=C(Cc1cccc2ccccc12)NN1C(=O)CSC1=S | 18% | 17% | 2% | 1%[46 µM] | -3% | -1.6% | -3%
COc1ccc(C)cc1NC(=O)COC(=O)Cc1ccc(-c2ccccc2)cc1 | -1% | -25%[46.1 µM] | . | -3% | . | -0.9% | -3%
CC1=C(C(=O)OCC2CCCO2)C(c2coc3ccccc3c2=O)C2=C(CCCC2=O)N1 (stereo not drawn) | 9% | -6% | -6% | ? | 2% | -3.9% | ?
COc1ccc(OC)c(NC2c3ccccc3C(=O)N2Cc2ccc3c(c2)OCO3)c1 (stereo not drawn) | 1% | -29%[46.1 µM] | 4%[38.3 µM] | 3% | -1% | -1.0% | ?
Cc1cc(NC(=O)CCC(=O)N(c2ccccc2)C(C(=O)NC2CCCC2)c2cccs2)no1 (stereo not drawn) | -4% | -20%[46.1 µM] | 14%[38.3 µM] | 11% | -5% | -1.0% | -8%
CNC(=O)CC(=O)Nc1ccccc1C(=O)O | 9% | 4%[46.1 µM] | . | 4% | . | 3.1% | 4%
COc1ccc(C(=O)c2cnc[nH]2)cc1OC | 11%[9.22 µM] | -14% | . | . | . | -0.3% | 12%

# More compounds follow:
SMILES | HttQ103 aggreg | NPSR antag | IMPase Li cell | LMNA splice mod | KinaseGlo FLuc | Epigenetic reg | CBFb RUNX1 block
Cc1cc(NC(=O)NC(C(F)(F)F)C(F)(F)F)no1 | -15%[9.22 µM] | -13% | 2% | . | . | 0.0% | 13%
O=C(C1CCCCC1)N1CCc2ccccc21 | -10% | 7% | -5% | . | 0% | 0.8% | 4%
Cc1ccc(NC(=O)/C=C/c2ccc3c(c2)OCO3)cc1S(=O)(=O)N1CCOCC1 | ? | -18% | 13% | ? | 3% | -3.2% | 14%
O=C(COc1ccccc1Cl)N1CCN(c2ccc([N+](=O)[O-])c(N3CCCCC3)c2)CC1 | -14% | -18%[46.1 µM] | 17%[38.3 µM] | 27% | 0% | 3.6% | -1%
CCC(C(=O)N1CCc2cc(OC)c(OC)cc2C1)c1ccccc1 (stereo not drawn) | 13% | -16%[46.1 µM] | 9%[38.3 µM] | -7% | -2% | -6.3% | 2%
COc1cc(/C=C\C(=O)OCn2nnc3ccccc3c2=O)cc(OC)c1OC | 10% | -1% | 10% | 11%[9.22 µM] | 3% | -1.8% | -6%
CCN1CCCC1CN(Cc1cc2c(C)cc(C)cc2[nH]c1=O)C(=O)NC1CCCCC1 (stereo not drawn) | 4% | ? | 9%[38.3 µM] | -17% | 9% | 1.7% | 1%
O=c1[nH]cc(N2CCCCCC2)c(=O)[nH]1 | 11%[9.22 µM] | 18% | . | . | . | -1.0% | 8%
O=C(NCCCn1ccnc1)/C(=C/c1cccs1)NC(=O)c1ccco1 | 2%[9.22 µM] | -11% | -3% | -10%[46 µM] | -3% | -3.5% | 3%
CCOc1ccc(C(NC(=O)c2ccco2)c2ccc(OC)c(OC)c2)cc1 (stereo not drawn) | -1% | -3%[46.1 µM] | 14%[38.3 µM] | -1% | -4% | -0.7% | -4%
COc1cc(C(=O)N2CCOCC2)cc(OC)c1OC | 4%&-18% | . | -5% | . | 2%[39.9 µM] | 2.5% | 11%
CCNC(=S)NC1CC2CCC(C1)N2Cc1ccccc1 (stereo not drawn) | -1% | 2%[46.1 µM] | 20%[38.3 µM] | 7% | -3% | -1.1% | -1%

# Not all compounds are listed, so the mix of outcomes need not match the whole.
